Assay outcomes as filed in PubChem.
D2 antag: D2 dopamine receptor (human) antagonism. inhibition, % at 10 µM. P14416. HEK293 TREx D2 cells, calcium flux, dopamine EC80. 2% of 340,000 active; in the data active = inhibition above about 30%; note: 0% is about no effect
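Calcium flux kinetic readout in an inducible HEK293 TREx D2 line plated overnight at 30 C. After 180 s compound exposure, an EC80 dopamine challenge follows with another 180 s kinetic read to detect antagonism.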
rTrxR1 inhibitor: rat TrxR1 inhibition. O89049. recombinant rTrxR1, NADPH fluorescence consumption, selenite substrate. Potency, µM (doses to about 114 µM), for inactives: at the highest dose activity change, negative = inhibition, usual class: inhibitors. 1% of 390,000 active. AID 588453; note: potency is the fitted concentration of half-maximal effect; % is set by controls: 0 for no effect and ±100 for the full control effect; nearly all actives have a fitted effect of over 65% in size
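Rat TrxR1 (90 nM in the dispensed reagent) was pre-reduced with 400 uM NADPH for 5 min at room temperature, then incubated with compound for 15 min. After 400 uM selenite was added, NADPH fluorescence (Ex 340/Em 450 nm) was followed for 8 min.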
TrxR1 substrate: is turned over as a substrate by rat TrxR1; purified TrxR1 substrate turnover, NADPH consumption readout; Potency, µM (series often up to 114 µM), for inactives: top-dose activity change, negative = substrate turnover; 0.01% of 390,000 active; note: potency is the fitted concentration of half-maximal effect; % is set by controls: 0 for no effect and ±100 for the full control effect; nearly all actives have a fitted effect of over 50% in size
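Rat TrxR1, dispensed at 90 nM, was prereduced with 400 uM NADPH (final) for 5 min at ~22 deg C, then incubated with compound 15 min before 400 uM selenite. A first-read NADPH fluorescence drop versus no-compound background flagged substrates.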
D2 ag: agonists of human D2 dopamine receptor; 0.53% of 340,000 active; P14416; activation, % at 2 µM; AID 485358; HEK293 T-REx D2 cells, calcium flux agonist mode;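 active = activation over 3 SD above normal in the single-dose calcium agonist read, cut at about 30% in these data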; note: 0% is about no effect
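Agonism is scored from calcium flux in a force-coupled, inducible HEK293 cell line expressing D2, read kinetically for 180 s after compound addition against dopamine controls.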
IDH1 R132H inh: human IDH1 R132H inhibition. O75874. IDH1-R132H enzyme, NADPH consumption, diaphorase/resazurin fluorescence. Potency, µM (series often up to 76.6 µM), for the others: top-dose activity change, negative = inhibition, usual class: inhibitors. 0.093% of 390,000 active; note: potency is the fitted concentration of half-maximal effect; % is set by controls: 0 for no effect and ±100 for the full control effect; nearly all actives have a fitted effect of over 65% in size
Target sequence (O75874 whole entry R132H, stated change not applied): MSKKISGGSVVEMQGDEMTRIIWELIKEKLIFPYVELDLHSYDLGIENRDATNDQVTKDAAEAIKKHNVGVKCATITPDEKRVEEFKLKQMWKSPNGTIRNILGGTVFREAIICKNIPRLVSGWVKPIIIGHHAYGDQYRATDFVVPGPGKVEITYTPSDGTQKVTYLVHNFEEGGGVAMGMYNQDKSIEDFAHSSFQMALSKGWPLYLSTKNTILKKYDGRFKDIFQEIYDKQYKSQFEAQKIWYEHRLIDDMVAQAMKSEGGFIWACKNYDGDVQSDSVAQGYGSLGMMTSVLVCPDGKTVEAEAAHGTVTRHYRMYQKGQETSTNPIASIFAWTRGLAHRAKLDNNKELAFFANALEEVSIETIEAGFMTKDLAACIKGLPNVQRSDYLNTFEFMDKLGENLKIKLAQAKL
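IDH1-R132H (0.5 ug/mL) preincubated 30 min with compound, then NADPH (0.016 mM) and alpha-KG (2 mM) added; 80 min at RT, pH 7.5. Remaining NADPH coupled via diaphorase/resazurin to fluorescence (540/590 nm); concentration-response curves normalized to no-enzyme control.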
TRHR agonist: TRH receptor (human) agonism; activation, % at 2 µM; P34981; 0.18% of 360,000 active; TRHR cells, calcium flux fluo-8, FDSS agonist mode; AID 493084; in the data active = activation above about 30%; note: 0% is about no effect
Target sequence (P34981 whole entry, looked up): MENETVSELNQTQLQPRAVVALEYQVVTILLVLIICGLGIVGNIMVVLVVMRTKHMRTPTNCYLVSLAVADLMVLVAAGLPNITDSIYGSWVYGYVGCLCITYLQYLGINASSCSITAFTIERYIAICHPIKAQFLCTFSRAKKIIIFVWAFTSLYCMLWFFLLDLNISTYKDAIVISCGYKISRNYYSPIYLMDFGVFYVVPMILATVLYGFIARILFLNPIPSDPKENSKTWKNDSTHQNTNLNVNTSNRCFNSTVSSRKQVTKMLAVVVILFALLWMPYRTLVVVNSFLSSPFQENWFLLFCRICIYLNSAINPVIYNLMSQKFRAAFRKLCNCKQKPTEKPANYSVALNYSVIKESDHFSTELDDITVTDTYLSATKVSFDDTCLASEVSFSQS
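TRHR-expressing cells, plated overnight in medium with 10% serum, were loaded with fluo-8 calcium dye at room temperature. After a 10 s baseline, library compound was pin-added and calcium release was recorded kinetically (ex 480/em 530) as agonist response.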
Pin1 inhibitor: human Pin1 inhibition | AID 504891 | Q13526 | 0.009% of 390,000 active | Pin1 FP peptide displacement, HiFluor488, 10 min | Potency, µM (doses to about 115 µM), for inactives: at the top dose activity, negative = inhibition, usual class: inhibitors; active = well fitted inhibition curve with a large enough effect in the polarisation, with a control signal flat, not every such curve was filed as active; inconclusive = small, poorly fitted or top-dose-only effect, or effect the other way, or a change in a side signal; inactive = no such curve, though single readings can be large or run the other way; the % refers to the polarisation; note: potency is the fitted concentration of half-maximal effect; % is set by controls: 0 for no effect and ±100 for the full control effect
Target sequence (Q13526 whole entry, looked up): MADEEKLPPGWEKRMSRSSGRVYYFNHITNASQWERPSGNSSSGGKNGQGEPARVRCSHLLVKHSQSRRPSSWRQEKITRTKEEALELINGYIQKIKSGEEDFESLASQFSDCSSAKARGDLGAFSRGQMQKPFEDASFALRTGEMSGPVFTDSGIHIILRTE
USP1 inh: USP1/UAF1 (human) deubiquitinase inhibition; O94782; recombinant USP1/UAF1, Ub-Rhodamine cleavage fluorescence; Potency, µM (series often up to 57.1 µM), inactives show at the highest dose activity change, negative = inhibition, usual class: inhibitors; 0.23% of 390,000 active; note: potency is the fitted concentration of half-maximal effect; % is set by controls: 0 for no effect and ±100 for the full control effect; nearly all actives have a fitted effect of over 60% in size; inactives centre near -12
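High-throughput fluorogenic screen: 1nM USP1/UAF1 complex, Ub-Rho substrate 150nM final, 50mM HEPES pH 7.8 with 0.5mM EDTA, 0.1 mg/ml BSA, 1mM TCEP and 0.01% Tween-20.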
TRHR enhancer: allosterically enhances the human TRH receptor. P34981. TRHR cells, fluo-8 calcium fluorescence, EC20 TRH enhancement. enhancement, % at 2 µM. 0.66% of 360,000 active. AID 493056; in the data active = enhancement above about 30%; note: 0% is about no effect
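TRHR-expressing cells loaded with fluo-8 calcium dye were read kinetically (ex 480/em 530) during compound addition, then stimulated with an EC20 of TRH (10 nM final). Enhancement of the Gq-mediated intracellular calcium response was scored.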
Active calls of the source: *; u = inconclusive; x = not tested or not shown; & = joins results of further samples; [ ] = another dose, or the depositor's remark. Unless noted, calls come from the whole dose curve; as a rule, active = well fitted inhibition curve with a large enough effect; inconclusive = small, poorly fitted or top-dose-only effect; inactive = no such curve, though single readings can be large or run the other way. Some of the compounds tested (hit frequency here may not be typical).

No. | smiles | D2 antag | rTrxR1 inhibitor | TrxR1 substrate | D2 ag | IDH1 R132H inh | TRHR agonist | Pin1 inhibitor | USP1 inh | TRHR enhancer
1 | CC(C)CCn1nnnc1CN1CCN(C(=O)c2ccco2)CC1 | -4 | 21% | 7% | 2.1 | -1% | 1.7 | 7% | -5% | 10
2 | COc1ccc(OC)c(C2C3=C(CCCC3=O)Nc3c2c(=O)n(C)c(=O)n3C)c1 (stereo not given) | 29 | 4% | -1% | 0.7 | 11% | 0.1 | 3% | -13% | 13
3 | Cc1cc(=O)oc2c(C(=O)c3ccccc3)c(OCC(N)=O)ccc12 | 0 | 9% | -2% | 1.3 | 13% | 0.3 | -1% | -17% | 7
4 | Cc1cccc(Cn2cc(/C=C(/C#N)C(=O)Nc3cccc(Cl)c3)c3ccccc32)c1 | x | 3% | 6%[0.457 µM] | 1.8 | -11% | 3.0 | u | -10% | -6
5 | O=C1c2cccc3c(N4CCOCC4)c([N+](=O)[O-])cc(c23)C(=O)N1c1cccc2ccccc12 | -17 | -4% | -9% | 0.4 | 7% | -0.9 | -11% | -7% | -1
6 | C/C(=N\NC(=O)c1ccccc1)c1ccc(NC(=O)c2cccs2)cc1 | -8 | -10% | -9% | -2.6 | 3% | -0.2 | 9% | -15% | -3
7 | COc1ccccc1NC(=O)CSc1oc(-c2ccccc2)nc1S(=O)(=O)c1ccc(C)cc1 | x | 22% | 9%[2.29 µM] | 1.6 | 14% | 0.3 | u | 2% | -4
8 | COc1ccc(N(C)S(=O)(=O)c2cccc(C(=O)Nc3ccc(N4CCOCC4)cc3)c2)cc1 | -42 | 15% | 4% | -2.4 | 0% | 0.2 | -3% | -20% | 1
9 | c1cnc2ccc(C(c3nnnn3C3CCCC3)N3CCN(c4nc5ccccc5s4)CC3)cc2c1 (stereo not given) | 7 | 8%[57.1 µM] | 10%[57.1 µM] | 0.5 | 3% | 0.5 | 3% | -6% | -2
10 | CC(=O)Nc1ccc(S(=O)(=O)NCCC(=O)OCC(=O)NCc2ccccc2)cc1 | x | 15% | 4% | x | 3% | x | -4% | -16% | x
11 | Cc1cc(Cl)ccc1NC(=S)N1CCN(C(=O)c2ccco2)CC1 | 2 | -2% | 2% | 0.6 | 4% | -0.3 | 16% | -6% | -6
12 | O=C1c2ccsc2SCCN1Cc1ccccc1Cl | -18 | 10%[57.1 µM] | 6%[57.1 µM] | 0.6 | 6% | -0.7 | -5% | -17% | 0
13 | O=c1cc(N2CCc3ccccc3C2)[nH]c(=O)n1C1CCCCC1 | 5 | -6% | -5% | 0.5 | -1% | 2.9 | -1% | -1% | 2
14 | CC(=O)Nc1ccc(S(=O)(=O)NC2(C(F)(F)F)C(=O)Nc3c2c(=O)[nH]c(=O)n3-c2ccc(C)c(C)c2)cc1 (stereo not given) | x | -17% | 2% | 0.0 | -5% | 0.3 | -5% | -18% | -4
15 | CCOc1ccccc1C(=O)NC1CC2CCCC(C1)N2Cc1ccccc1 (stereo not given) | 93* | 14% | 9% | 0.1 | 3% | -0.2 | -3% | -16% | 1
16 | CC(C)CN(C(=O)COC(=O)c1ccc2ccccc2n1)C1CCS(=O)(=O)C1 (stereo not given) | 21 | 16%[57.1 µM] | 4%[57.1 µM] | 3.5 | 7% | 0.0 | -2% | -9% | -1
17 | Cc1nc(C(F)(F)F)ccc1C(=O)NN1CCOCC1 | -25 | 16%[57.1 µM] | -18%[57.1 µM] | 1.3 | 4% | 1.4 | 2% | -5% | 5
18 | CCOC(=O)NC(=O)C(=CNc1ccccc1OC)C(=O)NC(=O)OCC | -10 | 26% | 5% | -0.3 | 0% | -0.1 | -3% | -25% | 0
19 | CC1CN(C(=O)c2cccs2)CC(C)O1 (stereo not given) | -7 | -2% | 1% | 0.2 | 3% | -0.6 | -4% | -21% | -5
20 | O=C(NN=Cc1ccc(F)cc1)c1cccc(S(=O)(=O)N2CCCC2)c1 | x | u | -18% | x | -3% | x | -9% | -3% | x
21 | Cc1c(/C=C/C(=O)c2cccs2)cnn1C | -10 | u | 21% | 0.7 | 3% | -0.3 | 1% | -14% | 0
22 | Cc1ccc(NS(=O)(=O)c2ccc(C(C)(C)C)cc2)cn1 | -1 | 25% | 6% | x | -4% | -0.1 | 1% | -10% | 2
23 | Cc1c(NC(=O)C(C)OC(=O)c2cccc(S(=O)(=O)N(C)C)c2)c(=O)n(-c2ccccc2)n1C (stereo not given) | 2 | 5% | 1% | 2.5 | -6% | 1.1 | -2% | -9% | -7
24 | Fc1cccc(-n2ncc3c2ncn2nc(Cc4ccccc4)nc32)c1 | x | 11% | 4% | 0.4 | x | 0.3 | -9% | -22% | 2
25 | Cc1c(=O)n(OCc2ccc(Cl)cc2)c2ccccc2[n+]1[O-] | 2 | 10%[57.1 µM] | 6% | -0.7 | 2% | -1.1 | 18% | -20% | -3
26 | Cc1ccc(C)c(OCc2ccc(C(=O)Nc3ccc([N+](=O)[O-])cn3)o2)c1 | 20 | 17% | 2% | 0.2 | 4% | 0.3 | -6% | -13% | -5
27 | CC(CCCCC(=O)Nc1ccc(C(F)(F)F)cc1)NCCc1cnc[nH]1 (stereo not given) | -4 | x | x | -1.1 | x | -0.1 | x | x | 4
28 | CCOC(=O)c1c(NC(=S)Nc2cc([N+](=O)[O-])ccc2OC)sc2c1CCCCC2 | 0 | x | x | -1.7 | x | -1.3 | x | x | -4
29 | COc1cc2c(cc1OC)CN(C(=O)c1ccc(Cl)c(S(=O)(=O)N3CCCC3)c1)CC2 | x | 13% | 0% | x | 25% | x | -6% | -11% | x
30 | O=C(O)c1ccc(NS(=O)(=O)c2cc(Cl)sc2Cl)cc1 | 1 | 36%[57.1 µM] | -12%[57.1 µM] | 1.5 | 6% | 1.0 | -2% | -15% | 18
31 | COc1ccc(Oc2ccc(N/C=C/C(=O)C(C)(C)C)cc2)cc1 | 11 | 12% | -8% | 2.5 | -6% | 0.1 | 3% | -10% | 13
32 | CCCCCC(=O)Nc1nc(C)c(-c2csc(Nc3cc(Cl)ccc3C)n2)s1 | -5 | 29% | 12%[57.1 µM] | 0.3 | -7% | 0.1 | 12% | u | 6
33 | COc1cc(OC)cc(N2C(=O)CSC23C(=O)Nc2ccccc23)c1 (stereo not given) | x | 23% | 4% | 0.1 | -15% | 0.2 | 0% | -34% | 5
34 | CCOC(=O)c1csc(NC(=O)c2ccc(S(=O)(=O)N(CC)CC)cc2)n1 | -16 | 18% | 2% | -0.8 | 2% | 1.0 | -9% | -18% | 2
35 | Cc1csc(NC(=O)C(C)Oc2ccc(Cl)cc2C)n1 (stereo not given) | -37 | 24% | -2% | -0.1 | -13% | 0.4 | 0% | -5% | 1
36 | N#Cc1c(N)nc2c(c1N)CC(CO)O2 (stereo not given) | -8 | 2% | 3% | -0.1 | 0% | 0.1 | 3% | -8% | 7
37 | O=C(NCC(=O)N(c1ccccc1F)C(C(=O)NC1CCCC1)c1ccco1)c1ccco1 (stereo not given) | -25 | 12% | 0% | 0.0 | -2% | -0.5 | 2% | -12% | 26
38 | CCN(Cc1ccccc1)C(=O)CSc1nncn1C | x | 13% | 2% | x | -5% | 0.8 | -3% | -21% | -3
39 | NNS(=O)(=O)c1ccc(N2CCCC2=O)c([N+](=O)[O-])c1 | 1 | -2%[57.1 µM] | -6%[57.1 µM] | -3.4 | -4% | 0.5 | 6% | 6% | 1
40 | COC(=O)C1CCN(C(=O)Cn2nnc(-c3ccccc3)n2)CC1 | -9 | 0% | -4% | -0.8 | -3% | 0.0 | 4% | 2% | 2
41 | O=C(CNC(=O)N1CC(=O)Nc2ccccc21)NCCc1cccc(F)c1 | -8 | 19% | -1% | -0.9 | -6% | 0.3 | -5% | -6% | 0
42 | Cc1cc(C)c2c(N)c(C(=O)c3ccc(Cl)cc3)sc2n1 | -17 | u | -15% | -0.1 | 9% | 0.5 | 10% | -6% | -1
43 | CCCCn1c(N)c(N(CC(C)C)C(=O)c2cc(=O)[nH]c3ccccc23)c(=O)[nH]c1=O | 7 | 7% | -10%[57.1 µM] | -0.4 | 0% | 0.3 | -4% | 3% | 11
44 | Cc1[nH]c2ccccc2c1SCC(=O)N1CCCc2ccccc21 | -19 | 4%[57.1 µM] | 7%[57.1 µM] | 0.2 | 7% | -0.6 | 1% | -21% | 4
45 | CCCCOC(=O)Nc1cc(Cl)ccc1C | -3 | 15%[57.1 µM] | 7%[57.1 µM] | -0.2 | 2% | -0.9 | -4% | -4% | 9
46 | COc1ccc(-c2ccc3c(N)c(C(=O)c4ccc(OC)c(OC)c4)sc3n2)cc1 | -8 | 4%&-19% | -2%&-12% | 10.0&4.7 | -10%&9% | 15&9.5 | 96%[activator] | -13%&-22% | 4&-3
47 | O=C(Cc1ccsc1)NNC(=O)c1cccc(Cl)c1 | -10 | 2% | -1% | -0.1 | 27% | -0.4 | 2% | -10% | 18
48 | COc1ccccc1NS(=O)(=O)c1cc(C(=O)Nc2ccc(S(=O)(=O)Nc3onc(C)c3C)cc2)ccc1C | x | 7%[57.1 µM] | 5%[57.1 µM] | x | 3% | x | -15% | -11% | x
49 | Cc1ccc(NC(=O)c2oc3c(c2C)C(=O)CC(C)(C)C3)cc1 | 10 | -7% | -11% | -2.1 | 0% | -0.4 | 6% | -10% | 4
50 | CC1CN(C(=O)CN2C(=O)NC3(CCCCCC3)C2=O)CC(C)O1 (stereo not given) | 7 | 26% | 2% | 0.3 | 0% | 0.9 | -7% | -3% | 14

Exported with values under each structure: 2 of the compounds above.
Below each compound: D2 antag, rTrxR1 inhibitor, TrxR1 substrate, D2 ag, IDH1 R132H inh, TRHR agonist, Pin1 inhibitor, USP1 inh, TRHR enhancer
28. CCOC(=O)c1c(NC(=S)Nc2cc([N+](=O)[O-])ccc2OC)sc2c1CCCCC2
→ 0, x, x, -1.7, x, -1.3, x, x, -4
22. Cc1ccc(NS(=O)(=O)c2ccc(C(C)(C)C)cc2)cn1
→ -1, 25%, 6%, x, -4%, -0.1, 1%, -10%, 2
